Screens as filed in PubChem.
CHRM5 PAM: CHRM5 positive allosteric modulation; CHO-K1 hM5, Fluo-8 calcium, ACh EC20 PAM; 0% = ACh EC20, 100% = ACh EC100; activation, % at 3 µM; 360,000 tested, 0.3% active;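 active means activation above the run cutoff, the mean activation of all test compounds plus 3 SD, cut at about 18% in these data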
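Probe or stimulus: acetylcholine, EC20 level; Assay system: human M5 receptor in CHO-K1 cells; Schedule: compound preincubation 140 s before EC20 acetylcholine addition; Technique: intracellular calcium via Fluo-8 fluorescence; Dosing: single-point, 3 µM nominal; Read-out basis: percent activation from peak-over-basal fluorescence ratio, scaled EC20-to-EC100 acetylcholine; Repeats: one well per compound, no replicates.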
M4 ag: CHRM4 agonism in calcium assay. AID 624127. activation, % at 3 µM. CHO-K1 hM4/Gqi5, Fluo-8 calcium fluorescence; vehicle 0%, full acetylcholine response 100%. P08173. 360,000 tested, 0.14% active;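 active means activation above the run mean over all test wells plus 3 SD, cut at about 32% in these data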;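 further: peak over basal fluorescence ratio per well then scaled between controls; 0% = DMSO wells and 100% = acetylcholine at EC100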
CRFBP-R2 block: CRF-BP/CRF-R2 complex antagonism. AID 588475. 350,000 tested, 0.59% active. inhibition, % at 11.8 µM. HEK293 CRF-R2/CRF-BP, CRF-induced calcium fluorescence;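 active means inhibition of the ligand-induced calcium signal above about 50% at the single tested concentration, limit read from the data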
M4 antag: CHRM4 antagonism in calcium assay. P08173. CHO-hM4 cells, ACh EC80, Fluo-8 calcium fluorescence. inhibition, % at 3 µM. 360,000 tested, 0.73% active. AID 624125;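 active means inhibition above its plate's cutoff, the mean inhibition of sample wells plus 3 SD, cut at about 27% in these data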;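 further: 0% = acetylcholine EC80 with DMSO and 100% = DMSO without agonist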
CRFR2-BP ag: agonists of human CRF-binding protein/CRF-R2 receptor complex. 350,000 tested, 0.46% active. HEK293 CRF-R2/CRF-BP, calcium dye fluorescence (FLIPR); percent of saturating CRF peptide response. activation, % at 13.2 µM. AID 588473;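 active means activation of at least 50%, plus an integration ratio under a set limit after plate pattern correction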;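 further: plate controls were neutral control wells without compound for no effect and CRF at EC100 for full effect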
M5 antag: CHRM5 antagonism in calcium assay; P08912; CHO-hM5 cells, Fluo-8 calcium fluorescence, ACh EC80; inhibition, % at 3 µM; 360,000 tested, 0.59% active; AID 624040;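 active means inhibition above a per-plate cutoff, the mean of that plate's test compounds plus 3 SD, cut at about 27% in these data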;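 further: 0% = acetylcholine EC80 with DMSO and 100% = DMSO without agonist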
M5 ag: CHRM5 agonism in calcium assay. AID 624037. 360,000 tested, 0.19% active. CHO-K1 hM5 cells, Fluo-8 calcium fluorescence; 0% DMSO wells, 100% maximal acetylcholine response. activation, % at 3 µM. P08912;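 active means activation above the run's mean over test compounds plus 3 SD, cut at about 23% in these data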;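 further: signal is peak over basal fluorescence ratio across the kinetic read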
CHRM4 PAM: positive allosteric modulators of human muscarinic M4 receptor; P08173; CHO-K1 hM4/Gqi5, Fluo-8 calcium fluorescence, ACh EC20; 0% = ACh EC20, 100% = maximal ACh; activation, % at 3 µM; 360,000 tested, 0.4% active; AID 624126;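 active means activation above its plate's cutoff, the mean activation of sample wells plus 3 SD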; further: some results filed as inactive read as strong as hits
IDE cell inh: cellular human IDE inhibition; HEK cells, FAbetaB cleavage, fluorescence polarization; AID 434962; 320,000 tested, 0.41% active; inhibition, % at 5.59 µM; P14735;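 active means percent inhibition above the average of all tested compounds plus 3 SD, set per screening campaign, cut at about 16% in these data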;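 further: IDE supplied by intact live HEK cells; FP after avidin binding of uncleaved biotin substrate so inhibition keeps polarization high; 0% = DMSO wells and 100% = 60 µM reference IDE inhibitor Ii1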
Target sequence (P14735 whole entry, looked up): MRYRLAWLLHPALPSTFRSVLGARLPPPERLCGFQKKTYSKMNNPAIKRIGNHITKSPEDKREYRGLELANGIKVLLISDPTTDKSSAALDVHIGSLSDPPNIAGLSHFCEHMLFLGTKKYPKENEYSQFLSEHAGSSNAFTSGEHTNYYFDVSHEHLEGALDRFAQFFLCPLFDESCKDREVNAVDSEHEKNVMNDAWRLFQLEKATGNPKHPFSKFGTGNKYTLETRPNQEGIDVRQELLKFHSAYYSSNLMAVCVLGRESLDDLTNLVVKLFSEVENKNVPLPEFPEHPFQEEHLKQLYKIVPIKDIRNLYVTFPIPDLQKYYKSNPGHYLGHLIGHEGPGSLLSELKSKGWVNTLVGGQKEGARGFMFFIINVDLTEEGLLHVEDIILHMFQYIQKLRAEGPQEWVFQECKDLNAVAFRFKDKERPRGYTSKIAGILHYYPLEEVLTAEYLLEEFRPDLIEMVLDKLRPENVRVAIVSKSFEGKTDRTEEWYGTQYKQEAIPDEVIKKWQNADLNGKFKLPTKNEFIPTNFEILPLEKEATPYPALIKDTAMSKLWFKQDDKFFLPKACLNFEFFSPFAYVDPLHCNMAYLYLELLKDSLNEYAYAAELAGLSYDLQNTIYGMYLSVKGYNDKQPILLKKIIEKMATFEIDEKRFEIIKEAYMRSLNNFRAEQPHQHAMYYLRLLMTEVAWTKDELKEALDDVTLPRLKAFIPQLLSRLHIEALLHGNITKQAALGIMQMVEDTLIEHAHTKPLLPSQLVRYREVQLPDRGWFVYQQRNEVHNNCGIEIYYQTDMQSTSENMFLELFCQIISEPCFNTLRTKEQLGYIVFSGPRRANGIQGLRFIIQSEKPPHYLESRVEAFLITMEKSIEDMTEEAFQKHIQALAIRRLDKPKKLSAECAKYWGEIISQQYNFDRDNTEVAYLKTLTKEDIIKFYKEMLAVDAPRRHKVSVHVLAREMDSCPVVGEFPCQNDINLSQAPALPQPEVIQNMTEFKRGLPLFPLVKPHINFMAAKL
Numbers without * were called inactive; . = no result given; & = joins results of further samples.

M5 ag,M4 ag,CRFR2-BP ag,IDE cell inh,M4 antag,M5 antag,CHRM4 PAM,CRFBP-R2 block,CHRM5 PAM,Compound
-5,0,3.5,3,0,3,10,3,5,Cc1cc(NC(=O)CSc2nc3cc(Cl)ccc3s2)no1
4,0,4.3,.,-9,5,-2,9,3,CC(=O)Nc1cc(C)ns1
-8,1,-1.6,4,-4,-3,5,-3,-3,CCN1C(=O)/C(=C2/C=CC=CN2C)OC1=S
-5,1,-0.8,-1,-4,-4,0,-16,-3,CCOC(=S)SCc1cn2ccccc2n1
1,1,.,.,-4,1,0,.,-4,COc1ccc(CNC(=O)CC[C@H]2O[C@@H](n3ccc(=O)[nH]c3=O)[C@H](O)[C@@H]2O)cc1
-6&-6,1&1,2.3&1.6,2&-1,2&0,16&6,-8&-9,12&-16,-23&-18,CCOC(=O)Nc1ccc2c(c1)N(C(=O)OCCN(C)C)c1ccccc1CC2
0,3,1.6,-1,-6,-17,14,-7,5,CCCNC(=O)c1onc(CSc2ccccn2)c1C(=O)NCCC
-4,0,0.4,3,11,-3,-7,-8,7,Cc1cc(C)c2c(c1)/C(=N/NS(=O)(=O)c1ccccc1)CCC2
-4,.,0.7,0,-10,-7,10,31,-2,CCn1nc(C)c(NC(=O)/C=C/c2ccc(OC)c(COc3ccc(Br)cc3)c2)c1C
5,5,8.2,9,5,-4,-6,-49,-4,O=C(Nc1ccc2nc3ccccc3nc2c1)c1ccccc1
-2,1,-1.0,2,6,4,-2,6,6,CC(C)C1NC(C(=O)O)Cc2c1[nH]c1ccccc21 (configuration not stated)
-9,-1,-4.3,.,-4,10,7,-31,-2,CCn1c2ccccc2c2cc(/C=C(/C#N)C(N)=S)ccc21
-1,-2,3.5,.,2,-2,-8,-23,-5,CCCS(=O)(=O)Nc1ccc(N2CCCCC2)c(S(=O)(=O)Nc2ccccc2OC)c1
-3,1,-0.6,.,-1,3,-6,5,-2,C[C@@H]1CN([C@@H](C)CO)C(=O)c2cc(C#CCN(C)C)cnc2O[C@H]1CN(C)Cc1ccc2c(c1)OCO2
3,0,-1.9,.,7,-2,-3,-10,0,CCCCn1c(N)c(N(C(=O)CSc2nnnn2-c2ccccc2C)C2CCCC2)c(=O)[nH]c1=O
0,0,1.7,-5,3,2,-8,8,-1,Cc1c(NC(=O)C(C)OC(=O)c2ccc([N+](=O)[O-])s2)c(=O)n(-c2ccccc2)n1C (configuration not stated)
0,0,0.3,-3,2,3,0,-1,0,CSc1nc(C)cc(Oc2ccc(=O)n(C)n2)n1
-2,3,-3.1,0,3,-5,21,0,-7,Cc1ccc(S(=O)(=O)N(C)CC(=O)OCC(=O)N2CCN(c3ccccc3)CC2)cc1
-3,1,2.9,5,-6,8,4,8,-6,COc1cc(C2C(C#N)=C(N)Oc3c2ccc2ccccc32)ccc1OCC(=O)Nc1ccc(C)cc1 (configuration not stated)
2,2,-1.6,0,7,0,11,0,4,O=[N+]([O-])c1cc(-c2nnc(Nc3ccccc3)c3ccccc23)ccc1N1CCOCC1
0,1,.,.,-7,6,9,.,1,CC(=O)Nc1ccc(-c2ccnc3c2CC(C)(C(=O)NCc2ccncc2)O3)cc1 (configuration not stated)
1,7,-0.8,7,-11,-3,1,-21,-5,COc1ccc(/C=C/C(=O)Nc2ccccc2C(F)(F)F)cc1OC
-2,-2,2.1,-2,-1,4,-3,12,-4,O=C(OCC(F)(F)C(F)F)c1ccccc1C(=O)Oc1ccc(F)cc1F
-2,0,-0.2,0,1,3,6,-11,4,Cc1ccc(S(=O)(=O)Nc2cnn(-c3ccccc3)c(=O)c2Cl)cc1
-3,2,-0.3,-4,-1,13,-2,7,2,O=C(CN1CCN(c2ccc(F)cc2)CC1)Nc1ccc2c(c1)OCCO2
2,8,7.5,3,-3,9,-6,1,-10,C/C(N)=C(/C#N)C(=O)CSc1nn(-c2ccc(Cl)cc2)c(=S)s1
-5,1,3.5,3,-7,-3,-5,2,0,O=C(COC(=O)c1c(Cl)cccc1Cl)NC1CCCCC1
1,3,0.5,-2,-3,1,0,8,2,Cc1cc(C(=O)OCC(=O)NNC(=O)c2cccs2)ccc1[N+](=O)[O-]
-5,2,-1.4,-2,7,7,1,4,-3,CCCn1c2ccccc2c2nnc(SCc3[nH]c(=O)[nH]c3C(=O)CCCCC(=O)OCC)nc21
0,0,0.5,10,4,-8,-4,-34,2,C/C(=N\NC(=O)C(c1ccncc1)N1CCOCC1)c1ccc(Br)cc1 (configuration not stated)
3,1,0.9,.,-3,4,1,8,1,O=c1cc(Br)c(O)c(Br)cc1Br
-3,1,1.0,-2,4,6,0,-3,1,Cc1nc2scc(C)n2c(=O)c1S(=O)(=O)NCc1ccc(F)cc1
6,4,-1.5,4,1,-10,-1,-1,-4,O=C(CCc1ccc(S(=O)(=O)N2CCOCC2)cc1)Nc1ccc(F)c(F)c1F
2,3,-0.4,-9,8,7,-10,6,0,O=C(NCc1ccccc1F)C(=O)NCC1CCCN1S(=O)(=O)c1ccccc1 (configuration not stated)
2,0,-0.3,1,10,-3,11,-5,5,O=C(CCC(=O)c1cccs1)NCc1ccc(F)cc1
-1,0,0.3,-4,8,10,-2,-12,2,Cn1c(N)c(C(=O)COC(=O)/C=C/c2cccc(Br)c2)c(=O)n(C)c1=O
1,2,0.6,-1,0,7,-3,3,-5,O=C(NCCc1ccccc1)c1ccnc(/C=N/O)c1
-3,0,1.0,2,-5,-11,-1,0,4,O=[N+]([O-])c1ccc2nc(CN3CCCCC3)[nH]c2c1
-4,2,3.0,6,-3,-1,8,-22,-1,CCOc1ccc(CNc2ccc(N3CCOCC3)c(C(=O)O)c2)cc1
-2,1,-1.7,-5,-5,8,1,-10,2,Cc1cc(C)cc(OCC(=O)OCC(=O)N2CC(=O)Nc3ccccc32)c1
-3,3,-0.1,-4,4,2,7,3,-2,CC(C)C1Oc2ccccc2N(CC(=O)N(Cc2ccccn2)C2CC2)C1=O (configuration not stated)
1,7,1.5,-4,-12,9,0,-13,-1,COC(=O)c1ccc(C(=O)NC2CCCc3c2cnn3-c2ccc(C)c(C)c2)cc1 (configuration not stated)
6,1,0.6,2,4,-1,0,3,1,O=C(Cn1cnc2c(cnn2-c2ccc(F)cc2)c1=O)NCc1ccco1
9,3,26,10,-14,0,-1,-16,5,CC(OC(=O)CCCN=C1NS(=O)(=O)c2ccccc21)C(=O)Nc1ccc(F)c(F)c1F (configuration not stated)
-8,0,2.8,2,1,-7,12,-10,-3,Cc1cc(NC(=O)CCC(=O)N(c2ccc(F)cc2)C2(C(=O)NC3CCCCC3)CCCC2)no1
4,19,-5.0,-3,12,18,-6,21,-10,CSc1oc(-c2ccco2)nc1S(=O)(=O)c1ccccc1
-3,0,-1.0,1,-1,-9,5,5,5,Cc1oc(-c2ccccc2F)nc1CSCC(=O)NC1CC1
0,1,-0.1,5,-8,4,1,1,2,CS(=O)(=O)c1ccc(Cl)c(NC(=O)CCCc2nc3ccccc3c(=O)[nH]2)c1
-5,6,-0.4,-1,5,-4,-2,3,0,COc1ccccc1CNC(=O)CN(C)S(=O)(=O)c1ccc2c(c1)n(C)c(=O)c(=O)n2C
-5,0,-0.2,0,7,1,-3,-4,-2,COc1ccc(OCCC(=O)OCC(=O)NCc2ccco2)cc1
0,1,2.9,3,-2,-1,-1,17,3,COc1ccc(OC)c(-c2nc(C(N)=O)c3[nH]c(=O)n(-c4ccc(F)cc4)c3n2)c1
-3,1,-3.1,-1,4,2,1,6,-1,Cc1cccc(C)c1NC(=O)COC(=O)c1ccc(N2CCCC2)c([N+](=O)[O-])c1
-1,0,1.4,-5,4,14,-1,-3,-4,CCOCc1nnc(NC(=O)C2CC(=O)N(CCc3ccc(F)cc3)C2)s1 (configuration not stated)
0,-1,-0.5,.,-12,0,1,-2,2,CCCCCCN1C[C@H](n2cc(C3CC3)nn2)[C@@H](O)C[C@@H]1c1ccccc1
0,-1,.,.,-8,3,4,.,-1,COc1ccc(OC(F)(F)F)cc1CC1(C)C(=O)Nc2ccc(-c3ccsc3)cc21 (configuration not stated)
-1,10,-0.7,4,-6,11,-27,4,-11,COc1ccccc1Nc1nc(NCCCN(C)C)nc(N)c1[N+](=O)[O-]
-3,6,-1.4,1,1,4,-5,-7,-5,NCCCCCNC(=O)c1nc[nH]c1C(=O)NCC(=O)OCc1ccccc1
3,12,2.0,-1,-4,3,-4,6,-13,CNC(=O)c1ccsc1NC(=O)C1CCN(S(=O)(=O)c2cccs2)CC1
-1,-1,-3.0,4,13,-8,-2,-110,0,CCOc1ccc(-c2nn3c(-c4ccccc4)nnc3s2)cc1
1,0,-0.6,-1,-2,6,1,-36,-8,O=C(COc1ccc(Cl)cc1Cl)N/N=C/CCc1ccccc1
3,7,-2.3,.,-3,1,-1,-3,0,COC(=O)c1sc2[nH]c(=S)n(N)c(=O)c2c1C
-1,6,-0.8,-2,5,7,2,10,-12,COc1cc(NC(=O)Cn2nc(C(F)(F)F)c3c2CCCC3)cc(OC)c1OC

2 successive compounds already listed, for reference:
M5 ag,M4 ag,CRFR2-BP ag,IDE cell inh,M4 antag,M5 antag,CHRM4 PAM,CRFBP-R2 block,CHRM5 PAM,Compound
-5,0,3.5,3,0,3,10,3,5,Cc1cc(NC(=O)CSc2nc3cc(Cl)ccc3s2)no1
4,0,4.3,.,-9,5,-2,9,3,CC(=O)Nc1cc(C)ns1
